# Growth percent in the NCI-60 one-dose screen (48 h, 10 µM unless noted): 100 = growth as untreated, 0 = no growth, -100 = all killed.
# SF-295 = SF-295 CNS cancer cells. AID 1794758. 79,000 tested, 5.6% active
# UO-31 = UO-31 renal cancer; 81,000 tested, 5.2% active
# SF-268 = SF-268 CNS cancer cells; AID 1794759; 82,000 tested, 3.1% active
# TK-10 = TK-10 renal cancer cells; 81,000 tested, 3.9% active
# SN12C = SN12C renal cancer cells. 81,000 tested, 3.8% active
# U251 = U251 CNS tumor cells; 80,000 tested, 5.4% active; AID 1794753
# CAKI-1 = CAKI-1 renal cancer. 75,000 tested, 4.7% active. AID 1794772
# 786-0 = 786-0 renal cancer cells. 81,000 tested, 5.1% active. AID 1794775
# Numbers without * were called inactive; / = no result given; & = joins results of further samples. The calls were made as follows: active = growth percent below 10; inactive = the rest.
cpd	mol	SF-295	UO-31	SF-268	TK-10	SN12C	U251	CAKI-1	786-0
1	COc1ccc(NC(=O)c2sc3nc(C)c(C(O)c4ccccc4)cc3c2N)cc1 (stereo not given)	23.1	43.4	50.3	52.6	36.1	17.8	42.4	40.7
2	COC(=O)c1c(C)nc(C)c2c1C(=O)C=C(NCCCCO)C2=O	93.8	78.4	91.4	97.8	90.1	93.1	83.9	98.5
3	CN(C)Cc1cc(C(C)(C)C)cc(C2CCCCC2)c1O	99.3	96.1	104.1	107.2	115.0	112.0	93.0	106.0
4	CC(=O)NC(Cc1ccccc1)C(C)=O (stereo not given)	95.0	102.4	107.6	/	98.4	86.0	98.6	96.1
5	Cc1nc2nccnc2[nH]1	77.1	98.4	106.0	94.9	107.3	97.4	88.0	100.4
6	CCN1C(=O)N(CC)C2Nn3c(s/c(=C\c4ccc(Cl)cc4Cl)c3=O)=NC21 (stereo not given)	26.5	53.5	64.6	15.8	43.3	26.3	36.9	34.0
7	N#Cc1c(-c2ccc(Br)cc2)nc2c(N=Nc3ccc(S(N)(=O)=O)cc3)c(N)nn2c1N	61.9	59.5	55.9	73.2	45.6	41.3	52.5	69.9
8	OCc1cccc(-c2ccc3ncc(-c4nc(NC5CC5)ncc4F)n3c2)c1	4.2*	-14.1*	-24.5*	13.5	-15.4*	-3.8*	1.4*	6.5*
9	NS(=O)(=O)c1ccc(NC(=O)CSc2nc3ccccc3c(=O)n2Cc2ccccc2)cc1	83.6	64.1	96.2	121.9	87.0	85.5	91.4	114.6
10	CCCCCCC/C(=N\N=C(N)N)c1ccc(O)cc1	55.7	42.8	45.0	67.5	39.6	30.7	66.5	63.1
11	S=c1[nH]cnc2sc(Nc3ccccc3)nc12	97.0	92.7	93.0	126.0	92.4	99.8	93.1	119.4
12	COc1nc(=O)n(C2C=CC(=O)O2)cc1F (stereo not given)	98.2	56.3	85.7	61.3	94.8	102.7	40.1	92.5
13	COc1cc2c(cc1OC)C(O)=CC(=O)C2=O	106.4	87.0	112.4	119.7	94.5	/	108.9	93.4
14	Cc1[nH]c(C2CC(c3ccccc3)=NN2C)c(C)c1C(=O)NCC(F)(F)F (stereo not given)	106.1	82.6	96.8	124.9	102.0	105.5	90.5	102.9
15	CCC1(c2ccccc2)C(=O)Nc2ccc(-c3ccccc3)cc21 (stereo not given)	84.2	57.4	90.8	99.8	91.6	85.5	77.0	103.1
16	OC[C@H]1O[C@@H](O[C@H]2[C@H](O)[C@@H](O)[C@@H](O)O[C@@H]2CO)[C@H](O)[C@@H](O)[C@H]1O	96.9	108.4	108.9	111.7	103.9	109.5	93.4	107.3
17	COc1ccc(C2N(c3ccccc3)N=C(C(C)=O)N2[C@@H]2[C@@H](OC(C)=O)O[C@@H](COC(C)=O)[C@H](OC(C)=O)[C@H]2OC(C)=O)cc1 (stereo not given in full)	86.1	75.5	92.2	107.3	91.9	99.2	91.7	100.2
18	C/C(=N\O)C(c1ccc(Cl)cc1)c1ccc(Cl)cc1	100.7	78.5	86.3	80.3	93.7	83.2	/	97.2
19	COc1cc(C2CC(c3cc(OC)c(OC)c(OC)c3)=NN2c2ccccc2)ccc1OCc1ccc(F)cc1 (stereo not given)	100.1	73.5	92.5	119.1	98.1	99.1	77.9	100.1
20	CC1=C(C)C(=O)C(Nc2ccc(C)cc2)=C(Br)C1=O	98.1	87.5	97.3	145.3	98.9	103.6	106.1	106.1
21	COc1ccccc1/C=C1\Oc2ccc(O)c(O)c2C1=O	111.6	82.1	101.7	100.0	94.5	86.8	78.4	94.1
22	Cc1cc(C)n(-c2nc(-c3no[n+]([O-])c3-c3ccccc3)cs2)n1	97.0	85.8	97.3	107.8	98.8	97.6	79.0	96.1
23	O=C1c2cc3c(cc2-c2c1c1ccc(Cl)cc1c(=O)n2CCCn1ccnc1)OCO3	-10.1*	-7.6*	8.1*	46.3	12.6	-33.1*	9.6*	-40.9*
24	N#Cc1nc(CC(=O)/C=C/c2ccccc2)c(CC(=O)/C=C/c2ccccc2)nc1C#N	92.5	/	96.3	136.7	89.5	93.9	69.1	91.1
25	COc1nc2cc(C)ccc2cc1-c1nc2c(cnn2-c2ccccc2)c(=O)[nH]1	103.1	75.1	97.1	92.8	99.3	102.3	85.8	92.9
26	O=C1CCC(C(=O)NNc2ccccc2)N1 (stereo not given)	75.9	67.9	84.5	92.7	97.1	90.2	44.4	87.5
27	COc1cc(-c2nccc3cc4c(cc23)OCO4)cc(OC)c1OC	15.7&19.2	44.4&50.8	40.6&43.8	28.9&44.9	47.3&39.0	24.1&40.6	30.8&20.0	66.7&38.6
28	C[n+]1ccc(/C(C#N)=N/O)cc1	102.9	91.5	/	111.9	101.7	104.2	/	111.9
29	CCN(CC)P(=O)(N(CC)CC)N(CCCSC/C=C(\C)CC/C=C(\C)CCC=C(C)C)CCCN1CCN(C)CC1	96.4	92.8	101.9	/	92.9	101.1	89.9	101.4
30	C/C=C\C=C\C(=O)O	93.4	78.6	106.1	94.0	97.2	103.1	98.0	89.1
31	COc1ccc(-c2nnc(Nc3ccc(C)cc3)o2)cc1OC	104.7	83.5	106.1	104.5	94.7	92.5	100.5	105.6
32	C=C(C)[C@@H]1CC=C2c3sc(N)nc3C[C@@H](C)[C@]2(C)C1	108.8	89.9	112.6	106.5	104.9	116.4	81.4	105.6
33	COc1ccc(-c2nc(-c3nc4cc(Cl)c(Cl)cc4[nH]3)c3ccccn23)cc1	13.9	36.0	21.0	2.6*	81.8	22.6	43.5	0.9*
34	C/C(=N\O)c1cccs1	119.3	76.1	102.6	104.1	101.7	102.3	98.0	103.8
35	C/C(=N/NC(N)=O)c1ccco1	104.3	95.8	103.5	/	109.8	96.8	101.5	99.9
36	CC(CC(C#N)N(C)c1ccccc1)CC(C)(C)C (stereo not given)	105.2	/	102.4	97.6	96.3	112.6	101.3	/
37	CC1=C(C)C(=O)C(Nc2ccc3c(c2)OCO3)=C(Br)C1=O	96.8	88.1	96.7	150.0	102.2	102.7	95.6	103.5
38	CC(C)(C)c1ccc(N2CSC(=S)N(c3ccc(C(C)(C)C)cc3)C2)cc1	99.9	79.4	109.1	111.5	99.6	100.5	/	103.1
39	CC1(C)CC([P+](c2ccccc2)(c2ccccc2)c2ccccc2)=NN1	53.2	67.8	41.1	56.4	30.4	25.5	90.1	80.4
40	CN1C(=O)N(C)C2C1NN=c1s/c(=C\c3cccc([N+](=O)[O-])c3)c(=O)n12 (stereo not given)	102.2	84.7	91.4	106.2	108.3	97.6	78.5	102.2
41	CCCCOC(=O)/C=C\C(=O)OCCCC	113.6	101.5	96.5	100.6	100.2	93.8	97.7	98.1
42	Cc1nc(NC(=O)NC2CCCCC2)sc1C(=O)NN	103.0	84.0	100.8	-14.2*	105.8	98.5	132.3	112.7
43	CCn1c(=S)sc2c(Nc3ccc(F)cc3)nc(-c3cccnc3)nc21	50.6	78.5	56.4	58.2	84.1	34.3	55.1	20.5
44	NS(=O)(=O)c1cccc(N2C(=O)c3ccc(C(=O)O)cc3C2=O)c1	100.2	94.8	97.2	95.8	101.9	103.4	95.7	103.9
45	O=C1CNC(c2ccccc2O)N1O (stereo not given)	119.5	78.1	102.1	97.8	94.4	106.4	99.7	108.8
46	CC(=O)Nc1ccc(-n2cnc3cc(-c4ccc(O)cc4)ccc32)c(C(F)(F)F)c1	65.2	46.1	78.9	82.9	77.6	69.2	52.5	68.8
47	CCC(=O)N1C/C(=C/c2ccc(Cl)cc2)C(=O)/C(=C/c2ccc(Cl)cc2)C1	-35.8*	-94.0*	-30.4*	-30.6*	-26.1*	-80.1*	-20.7*	-69.0*
48	O=c1[nH]c(NCc2ccccc2)nc2cc(-c3ccccc3)sc12	91.1	79.5	87.3	91.5	89.9	102.2	/	92.2
49	C=CCn1cc(-c2nc3ccccc3s2)c2cc(-c3ccc4c5c(cccc35)C(=O)N(CCN(CC)CC)C4=O)ccc21	93.5	66.8	97.2	172.0	91.9	102.5	75.4	95.0
50	O=c1oc2ccc(F)cc2c(=O)n1-c1ccc(I)cc1F	-40.0*	2.6*	12.2	0.7*	-3.7*	0.5*	-19.2*	0.1*
51	COc1cc(-c2nc(SCCCCC(=O)NO)[nH]c(=O)c2C#N)cc(OC)c1OC	66.4	99.8	74.7	164.2	100.1	98.2	102.7	106.8
52	CC(=O)c1nc(Nc2ccc(F)cc2)sc1C	100.1	83.7	96.8	106.7	101.8	100.5	91.4	99.9
53	COc1ccc(-c2cnc(SCC(=O)Nc3ccc(-c4nc5ccccc5s4)cc3)n2-c2ccc(OC)cc2)cc1	113.1	91.7	100.0	107.6	104.2	108.9	103.4	102.5
54	C/C(=N/O)c1ccc(N2C(=O)c3ccc(C)cc3C2=O)cc1	96.6	90.6	102.0	98.7	101.6	96.0	95.3	98.8
55	NS(=O)(=O)c1ccc(NCCCCN2C(=O)c3ccccc3OC=C2c2ccccc2)cc1	89.7	85.9	90.4	101.2	95.8	96.1	/	89.5
56	CN(C)c1ccc(/C=C(/CC(=O)c2ccc(Cl)c(Cl)c2)C(=O)NN)cc1	100.3	80.8	84.7	114.0	91.8	96.6	78.3	93.0
57	COc1cc2nc(SCc3cc(OC)c(OC)c(OC)c3)n(-c3ccc(C)cc3)c(=O)c2cc1OC	86.3	87.6	93.5	/	95.9	92.0	89.2	94.1
58	O=C1/C(=C/c2cccc([N+](=O)[O-])c2)Oc2ccc(O)c(O)c21	110.6	76.6	87.5	134.8	86.9	83.2	98.3	99.5
59	NC(=O)c1cccc(-c2ccc(S(=O)(=O)Nc3ccc4c(c3)N(C(=O)C3CC3)CCC4)cc2)c1	18.0	82.2	48.8	77.8	52.1	31.3	72.4	100.1
60	CC(C)=NOC(C)C(=O)O (stereo not given)	93.1	97.5	100.9	103.6	94.1	103.7	103.9	97.8

# Full records, quoted from the list. Order of screens: SF-295, UO-31, SF-268, TK-10, SN12C, U251, CAKI-1, 786-0
# CCn1c(=S)sc2c(Nc3ccc(F)cc3)nc(-c3cccnc3)nc21 reads 50.6, 78.5, 56.4, 58.2, 84.1, 34.3, 55.1, 20.5
# CN1C(=O)N(C)C2C1NN=c1s/c(=C\c3cccc([N+](=O)[O-])c3)c(=O)n12 (stereo not given) reads 102.2, 84.7, 91.4, 106.2, 108.3, 97.6, 78.5, 102.2
# CN(C)c1ccc(/C=C(/CC(=O)c2ccc(Cl)c(Cl)c2)C(=O)NN)cc1 reads 100.3, 80.8, 84.7, 114.0, 91.8, 96.6, 78.3, 93.0
# CCCCOC(=O)/C=C\C(=O)OCCCC reads 113.6, 101.5, 96.5, 100.6, 100.2, 93.8, 97.7, 98.1
# C/C(=N\O)c1cccs1 reads 119.3, 76.1, 102.6, 104.1, 101.7, 102.3, 98.0, 103.8

# Further compounds follow.
cpd	mol	SF-295	UO-31	SF-268	TK-10	SN12C	U251	CAKI-1	786-0
61	COc1ccc(F)cc1/C=C/C(=O)/C=C(/C=C/c1cc(F)ccc1OC)OB(F)F	93.8	-9.9*	80.2	32.9	8.8*	14.0	28.7	19.4
62	Cc1nc2ccccc2n(C)c1=O	101.1	76.6	104.7	93.5	82.9	94.1	96.9	105.0
63	Cc1ccc2sc3ncc(-c4ccc(Br)cc4)n3c2c1	/	90.4	104.0	137.0	101.9	100.0	85.7	106.6
64	COc1cccc(\C=N/N=C(N)/C(N)=N\N=C/c2cccc(OC)c2O)c1O	104.3	75.2	96.2	104.0	109.1	98.9	95.7	93.7
65	COc1ccc(NC(=O)CSc2nc3ccccc3[nH]2)cc1	105.3	79.8	91.0	93.0	93.8	103.2	78.5	95.7
66	CN(C)CCN1CCCC(CC2(C(F)(F)F)N=N2)C1 (stereo not given)	102.8	82.6	100.7	97.0	99.9	96.4	91.7	100.2
67	CNC(=O)c1[nH]cc(-c2ccc(OC)cc2)c1-c1cc(OC)c2c(c1OC)OCO2	97.6	82.9	101.5	107.5	96.8	98.4	83.6	96.7
68	Cc1ccc2oc(=O)cc(-c3sc(N4CCCCC4)nc3-c3ccccc3)c2c1	102.3	58.0	87.9	161.1	50.2	101.0	/	99.8
69	N#Cc1c(-c2ccc(O)cc2)nc(SCC(=O)NNc2ncnc3ccccc23)n(Cc2ccccc2)c1=O	105.5	79.4	104.2	134.3	101.4	105.8	88.9	105.0
70	C=C1C[C@H](O)[C@H](Br)C(C)(C)[C@@]12CCC(C)=C(Cl)C2	-3.0*	37.1	30.9	31.0	22.6	20.4	16.3	16.7
71	Brc1ccc(Oc2ccc(Nc3ncnc4onc(-c5ccccc5)c34)cc2)cc1	92.2	73.0	96.7	110.3	94.8	98.9	91.8	98.5
72	N#CC1=C(Oc2ccc(Cl)cc2)NC2c3ccccc3Sc3ccccc3N2C1=N (stereo not given)	86.8	77.7	91.0	100.7	93.7	102.6	72.4	99.1
73	COc1cc(-c2c(-c3ccccc3)[nH]oc(=O)c2=O)c(OC)c2c1OCO2	103.6	75.2	97.3	103.0	96.7	97.1	83.6	99.1
74	c1ccc2cc(C3OCC4(CCCC4)CO3)ccc2c1	108.6	78.4	106.1	108.8	100.3	94.0	93.3	95.0
75	NCCCC(N)(C(=O)O)C(F)F (stereo not given)	105.8	/	162.3	112.6	136.7	116.8	125.3	205.2
76	C=CCn1c(SCC(=O)N2CCN(c3cc4c(cc3F)c(=O)c(C(=O)O)cn4C3CC3)CC2)nnc1-c1ccc(Cl)cc1	100.1	97.0	90.1	91.6	92.3	98.2	102.0	91.3

# An excerpt of these results, with each value named:
[67] CNC(=O)c1[nH]cc(-c2ccc(OC)cc2)c1-c1cc(OC)c2c(c1OC)OCO2
  SF-295 = 97.6
  UO-31 = 82.9
  SF-268 = 101.5
  TK-10 = 107.5
  SN12C = 96.8
  U251 = 98.4
  CAKI-1 = 83.6
  786-0 = 96.7
[68] Cc1ccc2oc(=O)cc(-c3sc(N4CCCCC4)nc3-c3ccccc3)c2c1
  SF-295 = 102.3
  UO-31 = 58.0
  SF-268 = 87.9
  TK-10 = 161.1
  SN12C = 50.2
  U251 = 101.0
  CAKI-1 = /
  786-0 = 99.8

# Compound activity: PubChem, NCI
